Nrf2 activator = Nrf2 pathway activation; AREc32 ARE-luciferase reporter (MCF7-derived line), luminescence, 24 h; Potency, µM (highest dose often 46.1 µM), for the others: at the top dose activation, actives largely listed as activators; 0.31% of 410,000 active; also: potency is read from the fitted curve at half-maximal effect; % of control where 0% means no effect; nearly all actives have a fitted effect of over 65% in size
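Nrf2 activation is followed as ARE-luciferase induction in the AREc32 line after one day of compound treatment; luminescence is read with Steady-Glo.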
A549 viability = kills or reduces viability of A549 cells in Nrf2 counter-screen. A549 ARE-Fluc cells, CellTiter-Fluor viability, 18-24 h. Potency, µM (doses to about 46 µM), inactives show at the highest dose activity change, negative = cytotoxicity, hits mostly inhibitors. 0.16% of 390,000 active. AID 504648; also: potency is read from the fitted curve at half-maximal effect; % is scaled to controls: 0 for no effect and ±100 for the full control effect
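A549 ARE_Fluc cells in 5% FBS OPTI-MEM were exposed to compounds in concentration-response for 18-24 h at 37 deg C. Viability was read by CellTiter-Fluor fluorescence (Ex 405/Em 525) after 30 min, before the luciferase read.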
HepG2 tox = kills HepG2 cells in TGF-b inhibitor counter-screen. HepG2 CAGA-GFP viability, ATP luminescence, 18 h. Potency, µM (top dose mostly 46.1 µM), without a hit: top-dose activity change, negative = cytotoxicity, most hits filed as cytotoxic. 0.76% of 410,000 active; also: potency is read from the fitted curve at half-maximal effect; some results filed as inactive show a strong effect at the top dose
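HepG2 CAGA-GFP cells (1000/well, DMEM with 1% FBS) received compound, then TGF-beta at 500 pg/mL final, and were incubated 18 hours at 37 degrees C. Viability was read by CellTiter-Glo luminescence. Media-only wells were set as complete cell-killing and DMSO as no toxicity.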
Mm-Cpn inhibitor = inhibitors of Methanococcus maripaludis chaperonin (MmCpn); purified Mm-Cpn ATPase, ADP Transcreener TR-FRET; Potency, µM (top dose mostly 76.9 µM), for the others: top-dose activity, negative = inhibition, hits mostly inhibitors; 0.031% of 330,000 active; also: potency is read from the fitted curve at half-maximal effect; % is scaled to controls: 0 for no effect and ±100 for the full control effect; nearly all actives have a fitted effect of over 80% in size
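25 nM Mm-CPN + cpd, 10 min 37°C; + 10 uM ATP, 30 min 37°C; buffer 30 mM Tris pH 7.4, 100 mM KCl, 5 mM MgCl2, 1 mM DTT; Transcreener ADP HTRF detection 30 min RT.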
Abeta yeast res = compounds reversing amyloid beta toxicity in yeast. 0.063% of 410,000 active. Potency, µM (top dose mostly 46.1 µM), for inactives: top-dose growth rescue, most hits filed as activators. yeast expressing A-beta42, growth rescue, OD600, 48 h; response scale: 0% DMSO, 100% iron-clioquinol control. AID 1347071; also: potency is read from the fitted curve at half-maximal effect; nearly all actives have a fitted effect of over 55% in size
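Yeast A-beta toxicity model in growth medium with pinned compounds, 48 h at 30 C; growth read as absorbance at 600 nm. Normalized to FeCl3/clioquinol equimolar mix (positive) and DMSO (negative).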
Nrf2 block = inhibitors of Nrf2 signaling; A549 ARE-Fluc reporter, luciferase luminescence, 18-24 h; Potency, µM (doses to about 46 µM), inactives show top-dose activity change, negative = inhibition, most hits filed as inhibitors; 2.1% of 360,000 active; also: potency is read from the fitted curve at half-maximal effect; % is scaled to controls: 0 for no effect and ±100 for the full control effect; nearly all actives have a fitted effect of over 60% in size
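A549 ARE_Fluc cells, 5000/well, 5% FBS OPTI-MEM; compounds in dose-response, 18-24 h at 37 °C/5% CO2; CellTiter-Fluor viability read (Ex 405/Em 525), then BugLite luciferase luminescence = Nrf2 activity.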
CCT chaperon mod = cytosolic chaperonin activity modulation; purified chaperonin ATPase assay, HTRF ADP detection, 30 min; 0.3% of 360,000 active; AID 651819; activity change, % (no concentration beside the values), hits read low; in the data active = activity change below about -30%; also: % is scaled to controls: 0 for no effect and ±100 for the full control effect
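We incubate TRiC, 40 or 20 nM final, with library compounds at 76 uM and 10 uM ATP for 30 min at 37 °C. ADP formed is detected with Transcreener HTRF reagents after 30 min at room temperature.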
TGFb inhibitor = blocks TGF-b signaling; HepG2 CAGA-GFP TGF-b/SMAD3 reporter, GFP fluorescence, 18 h; TGF-beta stimulated, 500 pg/mL final; Potency, µM (series often up to 46.1 µM), for the others: at the highest dose activity, negative = inhibition, usual class: inhibitors; 1.2% of 410,000 active; AID 588855; also: potency is read from the fitted curve at half-maximal effect; % is scaled to controls: 0 for no effect and ±100 for the full control effect; nearly all actives have a fitted effect of over 65% in size
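HEPG2 CAGA-GFP, 1000 cells/well; 2 h settle, 37 C; cpd via pin tool; TGF-b 500 pg/mL final; 18 h, 37 C; GFP imaging ex488/em500-530; %Activity normalised to -TGF-b and +DMSO controls; CRC fit, curve class.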
pAkt inh = Akt phosphorylation inhibition; Neuro2A IGF-stimulated pAkt S473 HTRF, 20 min; active compounds read low; activity change, % for hits at 50 µM; 0.32% of 360,000 active; AID 651550; in the data active = activity change below about -80%; inconclusive = mostly about -51% to -80%; also: % is scaled to controls: 0 for no effect and ±100 for the full control effect
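Single-point screen (50 µM final compound) in Neuro2A cells stimulated 20 min with 6 nM IGF at 37 deg C. After lysis, Ser473-phosphorylated Akt read by HTRF (ex 330 nm, em 615/665 nm) as the 665/615 ratio.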
* hit, by the source's call; i = inactive; u = inconclusive; x = no result given; & = joins results of further samples; [ ] = another dose, or the depositor's remark. Unless noted, calls follow the shape of the dose curve; as a rule, active = well fitted curve in the direction sought with a large enough effect; inconclusive = small, poorly fitted or top-dose-only effect, or another doubt; inactive = no such curve, though single readings can be large; an effect the other way counts as inactive or inconclusive.

SMILES	Nrf2 activator	A549 viability	HepG2 tox	Mm-Cpn inhibitor	Abeta yeast res	Nrf2 block	CCT chaperon mod	TGFb inhibitor	pAkt inh
COc1ccccc1CN1CCNC(=O)C1CC(=O)NC1CCCCCC1 (stereo not given)	0.4%	0%	-20%	1%	8%	-3%	-0.7	-19%	i
Clc1ccccc1Nc1nc2ccccc2o1	u	13%	-45%	2%	-6%	u	0.0	-21%	i
CCC(=O)N1CCc2cc(Br)cc(S(=O)(=O)CCC(=O)N3CCN(c4ccc(F)cc4)CC3)c21	4.1%	14%	-20%	x	-4%	3%[9.27 µM]	x	u	x
O=C(NCc1ccccn1)c1cc(-c2ccncc2)nc2ccccc12	1.7%	-1%	2%	3%	12%	12%	0.2	9%	i
Cc1onc(-c2ccccc2)c1C(=O)Nc1cccc(S(=O)(=O)N2CCCCC2)c1	0.7%	-10%	-16%	-1%	12%	u	-2.4	-8%	i
CCCCn1c(N)c(N(CCOC)C(=O)c2cc(C)oc2C)c(=O)[nH]c1=O	0.3%	-11%	-2%	0%	13%	0%	-0.8	u	i
CN1CCN(Cc2cc(=O)oc3ccc(Cl)cc23)CC1	-0.2%	21%	-6%	-1%	1%	1%	-1.4	-10%	-104%*
CNC(=S)N(Cc1ccc(OC)cc1)Cc1cc2cc(C)ccc2[nH]c1=O	-0.5%	1%	9%	1%	1%	5%	0.4	14%	i
Cc1ccc2c(CC(=O)NCc3cccs3)coc2c1	6.7%	2%	44%	0%	-5%	u	-7.7	u	i
O=C(O)c1ccc2c(c1)C(=O)N(c1cc(C(=O)O)ccc1Br)C2=O	-1.0%	-5%	-1%	-2%	3%	0%	-6.0	-3%	i
O=C(CCN1C(=O)/C(=C/C=C/c2ccccc2)SC1=S)Nc1nccs1	-0.4%	-13%	-9%	-2%	-11%	-9%	1.2	6%	i
CC(C(=O)N1CCc2ccccc21)N1CCN(Cc2ccc(Cl)cc2)CC1 (stereo not given)	0.4%	-2%	-10%	-4%	5%	-10%	-2.3	-9%	i
Cc1ccc(-n2ncc3c(N4CCN(c5ccccc5)CC4)ncnc32)c(C)c1	0.4%	-15%	-39%	1%	-16%	u	-2.1	-6%	i
O=C(N/N=C/c1ccccn1)C(=O)N1CCCCCC1	0.2%	2%	9%	0%	1%	4%	-0.1	-9%	i
CC1CCCC(C)N1S(=O)(=O)c1ccc(NC(=O)CNC2CCCC2)cc1 (stereo not given)	-0.1%	-4%	-10%	1%	6%	4%	1.4	-2%	i
O=[N+]([O-])c1ccc(-c2c(O)c3ccccc3c3nc4ccccc4nc23)cc1	-0.1%	-11%	3%	0%	9%	-17%	8.2	14%	i
O=S(=O)(c1cccc(F)c1)N1CCN(c2nc(-c3cccs3)nc3ccccc23)CC1	x	6%	8%	x	x	23%	x	-9%	x
Cc1c(NC(=O)c2cn3ccccc3n2)cccc1-n1cnnn1	0.6%	2%	-25%	-3%	-17%	u	0.8	9%	i
COc1cn(CC(=O)Nc2ccc(C)cc2)c(CN2CCCCC2)cc1=O	-0.2%	-1%	10%	x	-1%	x	x	7%	x
N#Cc1nc(N(c2ccccc2)c2ccccc2)nc(-n2cccc2)n1	x	6%	0%	x	x	-5%	x	u	x
CCCNC(=O)CSc1nc(-c2cccs2)cc(C(F)(F)F)n1	-1.1%	-2%	-14%	0%	17%	u	0.0	1%	i
Cc1csc(SC(C)C(=O)Nc2ccc(Cl)cn2)n1 (stereo not given)	-0.8%	17%	9%	-2%	-16%	-7%	0.2	-4%	i
CC(C)C(=O)Nc1cccc(C(=O)Nc2nccs2)c1	2.4%	1%	-10%	0%	3%	-5%	-0.3	-1%	i
COC(=O)CSc1nc(C)c2ccc(OC)cc2n1	0.9%	0%	0%	-3%	-6%	8%	0.2	4%	i
O=C(/C=C/c1ccccc1)Nc1cccc(S(=O)(=O)Nc2ccccc2F)c1	5.8%	-4%	-36%	-1%	-43%[inhibitor]	u	-1.3	0%	i
Cc1ccc(Cn2cnc3nc4c(cc3c2=O)CCCC4)cc1	5.6%	1%	-20%	x	-9%	x	x	1%	x
O=C(Nc1ccc(S(=O)(=O)N2CCOCC2)cc1)c1nn(-c2ccc(F)cc2)ccc1=O	0.4%	-2%	4%	-1%	9%	u	-2.1	0%	i
CC(=O)c1ccc(OC(=O)CCN2c3ccccc3Sc3ccccc32)cc1	2.3%	17%	-31%	-6%	15%	9%	-2.3	-4%	i
Cc1nc(-c2ccc(F)cc2)c(CC(=O)N2CCN(S(=O)(=O)c3ccccc3Br)CC2)s1	-0.1%	-6%	8%	2%	-11%	-12%	-2.6	-8%	i
COc1ccc(Nc2nnc(SC(C(=O)Nc3cc(C)ccc3C)c3ccccc3)s2)cc1 (stereo not given)	2.2%	-16%	-10%	0%	3%	8.2µM*	4.1	-6%	i
COc1ccccc1Nc1nc(NCCC(C)C)nc(N)c1[N+](=O)[O-]	-0.3%	2%	16%	2%	14%	-2%	1.0	u	i
CCOC(=O)C1(C)CCN1C(=O)c1cccc(OC(F)(F)F)c1 (stereo not given)	0.2%	x	-23%	x	-16%	x	-0.1	-8%	i
C=CCN1c2ccccc2[C@]23C[C@@H](C(=O)OC)N(C(=O)NCCC)C2=NC(C(=O)OC)=C(C(=O)OC)[C@H]13	-0.3%	3%	-12%	-3%	1%	-6%	-1.3	0%	i
CC(=O)c1ccc(N=Nc2ccc(C)cc2)cc1	-0.1%	3%	-12%	1%	-30%	u	0.2	-4%	i
COc1ccc2cc(CNc3ccc(C)cc3)c(=O)n(CC(=O)Nc3ccc(OC)c(Cl)c3)c2c1	1.2%	0%	-4%	x	-13%	19%	x	0%	x
C/C(=N\NC(=O)COc1ccccc1F)c1cc2ccccc2o1	7.6%	-1%	-54%	1%	1%	13%	-0.2	u	i
Nc1nc(CSc2ncccn2)nc(Nc2ccccc2)n1	3.4%	13%	-4%	2%	-10%	u	1.7	0%	i
COc1ccc(CNC(=O)c2cc3c(=O)n(C)c4ccccc4c3n2C)cc1	-0.3%	0%	4%	x	2%	5%	x	2%	x
Cc1ccc(NC(=O)COC(=O)Cn2cnc3c2c(=O)n(C)c(=O)n3C)cc1F	0.3%	3%	-8%	-4%	3%	8%	-1.4	9%	i
CCOc1ccc(NC(=O)Nc2cccc(C(=O)O)c2)cc1	-4.2%	0%	-55%	-1%	-38%	u	-1.7	-13%	i
Cc1cccc(-c2nn(-c3ccccc3)cc2C(=O)N2CCN(C3CCS(=O)(=O)C3)CC2)c1 (stereo not given)	-0.5%	8%	-4%	1%	-12%	-6%	-6.2	-7%	i
C=CCN(c1ccc(C(=O)N2CCCC2)cc1)S(C)(=O)=O	-0.8%	4%[1.84 µM]	-10%	-2%	-3%	10%	-2.9	1%	i
O=C(Nc1ccc2c(c1)OCCO2)c1ccc(NC(=O)C2CCCO2)cc1 (stereo not given)	-0.5%	0%	6%	0%	11%	u	-0.3	-17%	i
c1ccc(CNc2ncnc3sc4c(c23)CCCC4)nc1	0.6%	1%	-23%	2%	-5%	-19%	-6.1	u	i
Cc1cn([C@H]2C=C[C@@H](CO)O2)c(=O)[nH]c1=O	3.2%&0.6%	-5%&-5%	6%&9%	1%[15.4 µM]	-22%&-17%	u	-0.4&-1.5	36%&7%[activator]	i

Some of the entries so far, comma-delimited.
SMILES,Nrf2 activator,A549 viability,HepG2 tox,Mm-Cpn inhibitor,Abeta yeast res,Nrf2 block,CCT chaperon mod,TGFb inhibitor,pAkt inh
C=CCN1c2ccccc2[C@]23C[C@@H](C(=O)OC)N(C(=O)NCCC)C2=NC(C(=O)OC)=C(C(=O)OC)[C@H]13,-0.3%,3%,-12%,-3%,1%,-6%,-1.3,0%,i
CC(=O)c1ccc(N=Nc2ccc(C)cc2)cc1,-0.1%,3%,-12%,1%,-30%,u,0.2,-4%,i
COc1ccc2cc(CNc3ccc(C)cc3)c(=O)n(CC(=O)Nc3ccc(OC)c(Cl)c3)c2c1,1.2%,0%,-4%,x,-13%,19%,x,0%,x

(listing goes on)
SMILES	Nrf2 activator	A549 viability	HepG2 tox	Mm-Cpn inhibitor	Abeta yeast res	Nrf2 block	CCT chaperon mod	TGFb inhibitor	pAkt inh
O=[N+]([O-])c1ccc2oc(-c3ccccc3)nc2c1	u	3%	4%	-24%	-10%	u	-1.4	-4%	i
Cc1ccc(N=C2NC(=O)/C(=C/c3cccnc3)S2)c(C)c1	4.5%	-6%	-17%	1%	-7%	-12%	-2.8	-9%	i
O=C(NCCc1ccccc1)C(=O)Nc1nccs1	-0.6%[9.22 µM]	4%	27%	0%	20%	u	-0.4	21%	i
O=C(OCC(F)(F)F)c1cccc(COc2ccc3ccccc3c2)c1	-3.6%	5%	11%	0%	16%	x	-0.8	4%	i
CC1(C)OC2OC(C(=O)N/N=C/c3ccccc3F)C3OC(C)(C)OC3C2O1 (stereo not given)	-0.1%	-3%	-4%	1%	-22%	0%	-1.8	0%	i
CCOc1ccc(NCc2cccn2-c2nnc(N3CCC(C(=O)NCCCN4C(C)CCCC4C)CC3)s2)cc1 (stereo not given)	6.7%	1%	-28%	-5%	-1%	u	-0.8	-1%	i
O=C(c1cccnc1)N(Cc1ccccc1)C(c1ccccc1)c1nc2ccccc2[nH]1 (stereo not given)	8.9%	x	1%	x	-1%	x	2.1	2%	i
O=C1N/C(=N/N=C/c2ccc(O)cc2)SC1Cc1ccccc1 (stereo not given)	0.0%	-1%	-6%	-5%	-2%	-1%	-2.4	-5%	i
COc1cccc(NC(=O)CN(C)C(C)C(=O)NC(=O)NC2CCCCC2)c1 (stereo not given)	0.1%	-5%	-14%	1%	6%	-4%	0.1	-2%	i
CN(CCOC(=O)c1ccc2c(c1)OCCO2)Cc1ccccc1	0.2%	-5%	-23%	1%	1%	18%	0.6	-2%	i

Screening data: PubChem, National Center for Advancing Translational Sciences (NCATS)

No enrichment for hits, and some 4.3% of all compounds hit somewhere here.
